High-throughput results as filed in PubChem BioAssay.
aDG glyco up: activators of alpha-DG glycosylation, primary screen, uHTS, Pro5-aDG cells, AlphaScreen | alpha-DG glycosylation AlphaScreen (IIH6); 0% Pro5, 100% B10-LARGE cell signal | activation, % at 10 µM | 360,000 compounds, 0.22% hits | AID 624168, 2012;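 active = activation of at least 8% versus controls, or a plate z-score of at least 8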;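 also: Pro5 are CHO cells carrying HIG-tagged alpha-DG that lacks glycosylation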
PDI inh: inhibitors of human PDI, primary screen, biochemical, turbidity, single point, plate reader; Protein disulfide-isomerase (Homo sapiens), P07237; inhibition, % at 10 µM; PDI insulin aggregation turbidity, A650, 90 min; 350,000 compounds, 0.052% hits;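 active = mean inhibition across replicates of 30% or more, whatever share of single replicates reach that level; inconclusive = mean inhibition below 30% while every single replicate reaches 30%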;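 also: absorbance from insulin aggregation driven by PDI reduction with DTT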
Target sequence (P07237 whole entry, looked up): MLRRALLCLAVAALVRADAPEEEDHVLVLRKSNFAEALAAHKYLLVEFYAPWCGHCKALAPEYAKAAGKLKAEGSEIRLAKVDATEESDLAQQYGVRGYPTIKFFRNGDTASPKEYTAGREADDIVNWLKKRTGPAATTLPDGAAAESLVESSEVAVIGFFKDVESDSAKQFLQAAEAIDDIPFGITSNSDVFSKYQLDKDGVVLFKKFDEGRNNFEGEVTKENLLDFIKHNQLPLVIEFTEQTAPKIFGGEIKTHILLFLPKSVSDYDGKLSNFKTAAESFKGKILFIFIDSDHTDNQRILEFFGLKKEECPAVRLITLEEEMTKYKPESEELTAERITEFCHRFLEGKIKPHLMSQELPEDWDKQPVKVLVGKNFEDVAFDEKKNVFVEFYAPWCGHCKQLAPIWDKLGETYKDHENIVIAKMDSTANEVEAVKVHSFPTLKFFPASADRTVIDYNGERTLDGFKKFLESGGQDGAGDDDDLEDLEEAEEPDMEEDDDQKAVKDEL
Cardio protect: cardioprotection against H2O2-induced cell death, primary screen, uHTS, H9c2 cells, ATPLite luminescence | 360,000 compounds, 0.63% hits | H9c2 cardiomyocytes, H2O2 injury protection, 2 h | protection from H2O2 cell death, % at 20 µM | AID 588492, 2011;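 active = compounds giving at least 50% protection of heart cells from peroxide-induced death in the single-dose screen, raw or plate-pattern-corrected value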;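 also: 0% = DMSO wells with peroxide and 100% = DMSO wells without peroxide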
MC4R barr agon: MC4R agonists recruiting beta-arrestin, primary screen, cell-based, luminescence, agonist arm of biased-ligand search; Melanocortin receptor 4 (Homo sapiens), P32245; AID 540308, 2011; U2OS MC4R beta-arrestin complementation; percent of melanotan II response, DMSO zero; 360,000 compounds, 0.98% hits; activation, % at 8.9 µM;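 active = activation above a per-plate cutoff, the mean activation of sample wells on that plate plus 3 SD, cut at about 8% in these data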
Target sequence (P32245 whole entry, looked up): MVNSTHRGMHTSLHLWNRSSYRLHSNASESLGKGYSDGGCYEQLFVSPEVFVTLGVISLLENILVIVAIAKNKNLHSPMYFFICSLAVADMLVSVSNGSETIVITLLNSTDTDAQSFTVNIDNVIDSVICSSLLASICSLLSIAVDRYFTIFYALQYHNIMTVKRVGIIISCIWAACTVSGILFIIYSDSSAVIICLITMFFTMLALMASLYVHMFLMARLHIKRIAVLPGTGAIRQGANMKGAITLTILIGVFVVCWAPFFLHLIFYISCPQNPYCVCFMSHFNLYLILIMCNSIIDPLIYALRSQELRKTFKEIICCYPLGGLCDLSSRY
MC4R antagonist: MC4R antagonists of cAMP signaling, primary screen, cell-based, TR-FRET, antagonist arm of biased-ligand search; inhibition, % at 6.5 µM; 360,000 compounds, 0.48% hits; MC4R-expressing cells, MTII-stimulated cAMP, LANCE TR-FRET; Melanocortin receptor 4 (Homo sapiens), P32245; AID 540295, 2011;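 active = inhibition above its plate's cutoff, the mean of tested wells on that plate plus 3 SD, cut at about 29% in these data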;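 also: 0% = Melanotan II alone and 100% = Melanotan II plus saturating MCL0020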
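System: U2OS cells stably expressing human melanocortin 4 receptor (MC4R). Reagent: Melanotan II challenge after compound preincubation. Doses: 6.5 µM. Times: 30-min compound, 1-h challenge, 1-h detection, room temperature. Measured by: TR-FRET with Eu-cAMP and labeled anti-cAMP, 671 nm. Replicates: singlicate.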
Vif imaging: HIV Vif self-association inhibitors, primary screen, imaging, HEK293T, single point. HEK293T cells, Vif self-association by quenched fluorescence, 24 h. inhibition, % at 7.49 µM. 340,000 compounds, 0.35% hits; in the data active = inhibition above about 50%, passing the limit was not always enough; inconclusive = no clear call, values can overlap the other calls; inactive = below about 31%; also: some results filed as inactive read as strong as hits
m5-HT2A agonist: mouse Htr2a agonists via beta-arrestin recruitment, primary screen, cell-based, luminescence. 5-hydroxytryptamine receptor 2A (Mus musculus), P35363. CHO-K1 mHTR2A beta-arrestin complementation; percent of 30 µM serotonin response. activation, % at 7.6 µM. 360,000 compounds, 0.66% hits;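 active = activation above a run cutoff, the mean activation of all tested compounds plus 3 SD, cut at about 14% in these data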;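 also: 0% = plate median of compound wells and 100% = 30 µM serotonin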
Glyco luc inh: increase of ERlucT glycosylation luciferase signal, primary screen, N-linked glycosylation inhibitor project, D54 ERlucT cells, luminescence, set 2 | 360,000 compounds, 0.23% hits | reporter increase, % at 12.5 µM | D54 ERlucT glycosylation luciferase reporter, 24 h; percent of 100 nM tunicamycin response;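 active = mean luciferase reporter signal, scaled so untreated is 0 and the glycosylation-blocking control 100, at or above a set limit in every replicate; inconclusive = mean reaches the limit but not every replicate does; inactive = mean below the limit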;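 also: luciferase carries N-glycosylation sites so blocking glycosylation raises the light; 0% = median of neutral control wells and 100% = median of 100 nM tunicamycin wells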
ABCB6 inh MLPCN: ABCB6 transporter inhibitors, primary screen, K562-ABCB6 cells, flow cytometry, MLPCN library; ATP-binding cassette sub-family B member 6 (Homo sapiens), Q9NP58; K562-ABCB6 porphyrin accumulation, 1 h; hits give low values; fluorescence ratio to DMSO, % at 10 µM; 360,000 compounds, 0.19% hits; AID 602162, 2011;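 active = fluorescence ratio to DMSO below 75%, the collection mean minus 3 SD; inconclusive = too few cells collected in the well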;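 also: signal is porphyrin accumulated inside mitochondria; 100% equals median channel fluorescence of DMSO control wells; lower ratio means ABCB6 inhibition with less porphyrin fluorescence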
CaV13 FRET inh: Disruptors of the CACNA1D IQ motif to Ca2+-dependent inactivation inhibitor domain association, primary screening, Förster resonance energy transfer in intact living …; HEK cells, CFP/YFP FRET ICDI-IQ, plate reader, 10 min; percent FRET-ratio fall versus neutral wells; inhibition, % at 12.3 µM; 340,000 compounds, 0.098% hits;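 active = mean replicate inhibition of at least 30% and at least 1% of replicates passing that level; inconclusive = only one of the two criteria is met; inactive = neither criterion is met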;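 also: 0% = median of the neutral control wells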
Starred values were filed as active, the others as inactive; ? = inconclusive; / = no result given. The list is partial, so the mix of outcomes need not match the whole.

SMILES | aDG glyco up | PDI inh | Cardio protect | MC4R barr agon | MC4R antagonist | Vif imaging | m5-HT2A agonist | Glyco luc inh | ABCB6 inh MLPCN | CaV13 FRET inh
C[C@@H]1CC2C3CC=C4C[C@@H](O)CC[C@]4(C)C3CC[C@]2(C)[C@H]1O (some centres undefined) | -0.1 | 3 | -8 | -0.8 | 3 | -7 | 1 | -2 | 96 | -9
Nc1nc(SCCC(F)=C(F)F)n[nH]1 | 0.6 | 12 | -5 | 2.3 | 7 | 5 | 1 | 1 | 107 | 0
O=C1CC(=O)N(c2cccc(F)c2)C(=O)N1 | 0.1 | -3 | 0 | -0.8 | 21 | -5 | -1 | 1 | 101 | -5
O=C(Cc1ccccc1)N1CCN(Cc2cccc(Br)c2)CC1 | 0.0 | 0 | -3 | 0.7 | 10 | -1 | 7 | -6 | 98 | -2
Clc1ccc(C(c2ccc(Cl)cc2)n2cc[n+](CC(OCc3ccc(Cl)cc3Cl)c3ccc(Cl)cc3Cl)c2)cc1 (centres undefined) | 3.4 | 3 | -46 | 0.5 | 61* | 0 | 12 | -23 | 96 | -4
CC1CCCC(NC(=O)COC(=O)c2cn(C)c3ccccc23)C1C (centres undefined) | -0.2 | -21 | -2 | 0.9 | 6 | 0 | 0 | -2 | 98 | -2
COc1ccc(C(=O)C2CCCN(Cc3ccccn3)C2)c(OC)c1 (centres undefined) | 0.0 | -5 | 2 | -1.3 | 1 | -5 | 0 | 0 | 106 | -17
COC(=O)N1Cc2ccccc2-n2nncc2C1 | -0.1 | -2 | 11 | -0.8 | 10 | / | 2 | 2 | 99 | -3
CC(C)c1ccc(N2C(=O)CC(=O)NC2=O)cc1 | 0.0 | -1 | 4 | -1.4 | -7 | -2 | -1 | 2 | 92 | -3
O=C1CCN(C(=O)C(Cl)Cl)N1 | 0.0 | 6 | -3 | -2.3 | 1 | 2 | -1 | 1 | 97 | -3
O=C(O)C1C2CCC(O2)C1C(=O)Nc1ccc(F)c(F)c1 (centres undefined) | -0.3 | -2 | 8 | -1.3 | 2 | -5 | 1 | 0 | 171 | 8
O=C(CN1CCN(Cc2cccc(Cl)c2)C1=O)N1CCC2(CC1)OCCO2 | 0.8 | 4 | -9 | -2.0 | 3 | -8 | -5 | 1 | 95 | /
COc1ccc(C(=O)C2CN(C)CC2c2ccc(Cl)cc2)cc1 (centres undefined) | 1.2 | -3 | 0 | 1.1 | 15 | -3 | -7 | -7 | 94 | 6
COc1ccc(N2C(=O)/C(=C/c3cc(C)n(-c4ccc(C)cn4)c3C)C(=O)NC2=S)c(OC)c1 | -0.3 | -12 | 4 | -1.4 | 0 | 0 | -3 | 0 | 98 | -4
Cc1cccc(C2=NCC(=O)N(CC(=O)NCc3ccco3)c3sc4c(c32)CCCC4)c1 | 0.1 | 15 | -7 | 0.6 | 7 | 0 | -2 | -3 | 105 | /

Structural class: the compounds so far with fluorine (three)
SMILES | aDG glyco up | PDI inh | Cardio protect | MC4R barr agon | MC4R antagonist | Vif imaging | m5-HT2A agonist | Glyco luc inh | ABCB6 inh MLPCN | CaV13 FRET inh
Nc1nc(SCCC(F)=C(F)F)n[nH]1 | 0.6 | 12 | -5 | 2.3 | 7 | 5 | 1 | 1 | 107 | 0
O=C1CC(=O)N(c2cccc(F)c2)C(=O)N1 | 0.1 | -3 | 0 | -0.8 | 21 | -5 | -1 | 1 | 101 | -5
O=C(O)C1C2CCC(O2)C1C(=O)Nc1ccc(F)c(F)c1 (centres undefined) | -0.3 | -2 | 8 | -1.3 | 2 | -5 | 1 | 0 | 171 | 8

Other compounds:
SMILES | aDG glyco up | PDI inh | Cardio protect | MC4R barr agon | MC4R antagonist | Vif imaging | m5-HT2A agonist | Glyco luc inh | ABCB6 inh MLPCN | CaV13 FRET inh
COC(=O)c1nc(-c2ccc3c(n2)C(=O)C(N)=C(OC)C3=O)c(N)c(-c2ccc(OC)c(OC)c2O)c1C | 3.4 | -5 | -17 | 0.5 | 12 | 9 | 7 | 6 | 105 | -16
CCN(c1ccc(C(O)(C(=O)OC)C(F)(F)F)cc1)S(=O)(=O)c1ccccc1 (centres undefined) | -0.1 | 9 | -3 | -0.6 | 14 | 3 | -4 | 1 | 95 | /
COc1ccc(CN2C(=O)C(CC(=O)NCc3ccco3)CC(C(=O)N(C)C)=C2C)cc1 (centres undefined) | -0.1 | 7 | 1 | 1.2 | 3 | / | 7 | 1 | 98 | -2
CCOC(=O)C1=C(N)Oc2cc(C)oc(=O)c2C12C(=O)N1c3c(cc(OC)cc32)C(C)=CC1(C)C (centres undefined) | 0.0 | -5 | 4 | -1.3 | 2 | -4 | -3 | 1 | 100 | -8
O=C(CCN1CCCCC1)Nc1ccc(Cl)cc1C(=O)c1ccccc1 | 0.0 | -66 | -1 | -1.0 | 3 | -3 | 10 | -1 | 95 | -20
CC1(C)C2([N+](=O)[O-])CN3CC1([N+](=O)[O-])CN(C2)C3c1ccccn1 (centres undefined) | -0.2 | 2 | 0 | -1.5 | 14 | 3 | 3 | 2 | 92 | -15
CN1CCN(CC(=O)Nc2ccc(Cl)cc2C(=O)c2ccccc2)CC1 | 0.0 | -4 | 1 | 0.7 | 2 | 22 | 1 | 1 | 95 | -5
Cc1ccc(C(C)C)c(OCC#CCN2CCCC2)c1 | 0.5 | 5 | -9 | 3.4 | 2 | ? | -9 | -1 | 99 | -4
O=c1[nH]c(=S)n(-c2ccccc2)c(O)c1C=NCc1ccccn1 | -0.1 | 5 | 4 | -1.8 | 3 | 14 | -4 | 3 | 104 | -20
CC1(C)C(=O)CC[C@@]2(C)C1=CCC1C2CC[C@]2(C)C(=O)CCC12 (some centres undefined) | 0.7 | -4 | -17 | -0.6 | -11 | -4 | 4 | -6 | 99 | -5
CCOC(=O)c1c(/N=C/c2c(O)n(-c3cccc(C)c3)c(=O)[nH]c2=O)sc2c1CCCC2 | -0.1 | -4 | 5 | 0.9 | 2 | -15 | -3 | 1 | 96 | -4
Cc1cc(/C=C2/C(=O)NC(=O)N(Cc3ccco3)C2=O)c(C)n1-c1ccccc1O | -0.2 | -2 | -1 | 3.0 | 10 | -4 | -2 | 1 | 92 | -4
CN1C(=O)C(=Cc2ccc(SC3CCCCC3)o2)C(=O)N(C)C1=O | -0.3 | -6 | 4 | -2.5 | 3 | 2 | -3 | 2 | 105 | -4
O=C1CC(=O)N(c2ccc3c(c2)OCO3)C(=O)N1 | 1.5 | 3 | 0 | 0.8 | 5 | -3 | 3 | 1 | 89 | 1
C#C[C@]1(O)[C@H](O)CC2C3CC[C@H]4C[C@@H](O)CC[C@]4(C)C3CC[C@@]21C (some centres undefined) | -0.1 | 5 | 10 | -1.9 | 2 | 8 | -2 | -4 | 98 | -5
CCOc1ccccc1CN1C2CCC1CC(c1ccc(C)cc1)C2 (centres undefined) | 0.0 | 4 | -7 | 5.8 | 4 | 0 | -9 | 2 | 102 | -6
CC(=NC(C)c1ccccc1)c1c(O)[nH]c(=O)[nH]c1=O (centres undefined) | 0.0 | -1 | -1 | -4.2 | -4 | 5 | 5 | 0 | 105 | -5
O=C(NC1CC2CCCC(C1)N2)c1ccccc1 (centres undefined) | 0.1 | 9 | 0 | -1.0 | 3 | -11 | 1 | 2 | 94 | -21
N#Cc1cc2c(nc1SCC(=O)Nc1ccc(Cl)cc1)C1CCN2CC1 | 3.4 | 4 | -7 | -1.8 | 7 | -18 | 2 | -3 | 100 | -7
CN1CCCC1C(O)(c1ccccc1)c1ccccc1 (centres undefined) | -0.1 | 3 | 14 | 3.7 | -1 | / | 1 | 3 | 101 | -9
COc1cc(C(c2c(O)c3ccccc3oc2=O)c2c(C)n(C)n(-c3ccccc3)c2=O)ccc1O (centres undefined) | 0.0 | -2 | -3 | 0.9 | -2 | -2 | -5 | 2 | 100 | -6
Cc1cc(N2CCN(C)CC2)nc2ccccc12 | 0.0 | 11 | 1 | -0.9 | 4 | -7 | -14 | 3 | 102 | -5
O=C(C(Cc1ccccc1)NS(=O)(=O)c1cccc2nsnc12)N1CCC2(CC1)OCCO2 (centres undefined) | -0.2 | -10 | 4 | -0.8 | 7 | -7 | 0 | 1 | 98 | -4
COC(=O)C1=C(c2cccc(C#N)c2)C[C@@H]2CC[C@H]1N2C(=O)NC1CCCCC1 | 0.0 | 6 | -1 | -0.8 | 1 | -2 | 3 | 5 | 96 | -4
Cc1cc(C(=O)C[N+]23CCN(CC2)CC3)c(C)n1-c1ccc(Br)cc1 | 0.2 | 1 | 2 | -3.2 | 10 | 2 | -3 | 3 | 99 | -6
CP(=O)(Nc1ccccc1)C(Cl)(Cl)Cl (centres undefined) | -0.1 | 0 | 0 | -1.6 | 3 | -2 | 3 | 2 | 98 | -6
CCN(CC)CCNC(=O)c1c(O)c2ccccc2n(Cc2ccccc2)c1=O | 0.6 | 10 | 14 | 0.4 | 2 | / | -7 | 3 | 96 | -5
CC1=NN(c2ccccc2)C(=O)C1/C=C1/C(=O)NC(=O)N(c2cc(C)cc(C)c2)C1=O (centres undefined) | 0.1 | 3 | 18 | -1.4 | 3 | 15 | 4 | 0 | 108 | -4
COc1ccc(/C=N/N=C(/N)N[N+](=O)[O-])c(OC)c1 | -0.3 | -6 | 10 | -2.0 | 10 | 13 | -2 | 2 | 107 | /
CCOC(=O)c1c(NC(NC(=O)CF)C(Cl)(Cl)Cl)sc2c1CCCC2 (centres undefined) | 0.2 | 5 | -2 | -3.2 | 20 | -7 | -2 | 4 | 100 | -8
C[C@]12CC[C@@H](O)C[C@H]1CC[C@@H]1[C@@H]2CC[C@]2(C)C(=O)CC[C@@H]12 | 0.1 | 6 | 5 | -0.8 | -2 | 11 | 2 | -1 | 97 | -5
C[N+](C)(C)CCc1ccc(O)cc1 | 0.1 | / | -3 | -1.3 | 4 | -3 | 8 | 3 | 105 | /
O=C(OC1CC2CCC(N2)C1C(=O)O)c1ccccc1 (centres undefined) | 0.0 | 2 | 10 | -1.6 | 8 | -4 | -2 | 0 | 95 | /
